Compound activity (PubChem BioAssay)
SRC2 inh: human SRC2 (NCOA2) inhibition | Q15596 | HEK293 GAL4-SRC2 luciferase reporter, luminescence | inhibition, % at 9 µM | actives 0.17% (n = 370,000) | AID 651957;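 active means inhibition above the mean inhibition of all tested compounds plus 3 SD, set per campaign, cut at about 52% in these data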;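 further: 0% = DMSO treated cells and 100% = cells given Gossypol at 36 µM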
MC4R antag cAMP: antagonists of human melanocortin 4 receptor (MC4R); actives 0.48% (n = 360,000); inhibition, % at 6.5 µM; MC4R-expressing cells, MTII-stimulated cAMP, LANCE TR-FRET;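 active means inhibition above its plate's cutoff, the mean of tested wells on that plate plus 3 SD, cut at about 29% in these data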;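 further: 0% = Melanotan II alone and 100% = Melanotan II plus saturating MCL0020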
Target sequence (P32245 whole entry, looked up): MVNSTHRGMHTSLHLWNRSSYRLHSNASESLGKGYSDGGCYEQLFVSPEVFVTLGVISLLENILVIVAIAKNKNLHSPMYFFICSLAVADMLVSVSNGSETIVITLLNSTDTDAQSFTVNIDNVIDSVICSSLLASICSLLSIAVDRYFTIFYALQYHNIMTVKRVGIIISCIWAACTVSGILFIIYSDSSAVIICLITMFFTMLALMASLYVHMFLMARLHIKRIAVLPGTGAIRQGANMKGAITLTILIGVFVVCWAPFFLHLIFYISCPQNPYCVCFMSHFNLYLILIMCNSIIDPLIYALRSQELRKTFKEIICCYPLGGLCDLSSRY
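System: U2OS-MC4R stable cell line; Technique: Eu-cAMP/anti-cAMP TR-FRET, emission 671 nm; Repeats: single well per compound; Also added: Melanotan II; Dosing: one concentration, 6.5 µM nominal; Schedule: 30-min compound, 1-h challenge, 1-h detection, room temperature.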
NOD2-RIPK2 inh: NOD2-RIPK2 protein interaction inhibition; O43353; CHO BLA complementation NOD2-RIPK2, CCF4 ratio; inhibition, % at 4.98 µM; actives 0.38% (n = 360,000); AID 624267; in the data active means inhibition above about 21%;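 further: 0% = vehicle only and 100% = reference blocker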
Target sequence (O43353 whole entry, looked up): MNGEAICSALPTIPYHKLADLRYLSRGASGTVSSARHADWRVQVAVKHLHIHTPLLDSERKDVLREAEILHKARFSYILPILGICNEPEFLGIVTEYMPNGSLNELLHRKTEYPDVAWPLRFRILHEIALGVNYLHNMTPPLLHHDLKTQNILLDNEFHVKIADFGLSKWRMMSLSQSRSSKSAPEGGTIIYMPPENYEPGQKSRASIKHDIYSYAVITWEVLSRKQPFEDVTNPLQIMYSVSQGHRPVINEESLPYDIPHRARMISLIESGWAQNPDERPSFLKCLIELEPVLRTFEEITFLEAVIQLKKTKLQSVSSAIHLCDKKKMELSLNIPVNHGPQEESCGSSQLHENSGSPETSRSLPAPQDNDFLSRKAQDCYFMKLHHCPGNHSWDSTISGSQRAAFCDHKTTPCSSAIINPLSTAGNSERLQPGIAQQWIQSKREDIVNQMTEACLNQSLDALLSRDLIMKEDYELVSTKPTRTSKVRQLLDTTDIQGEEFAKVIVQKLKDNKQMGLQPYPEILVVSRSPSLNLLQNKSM
MC4R barr agon: activates human MC4R beta-arrestin recruitment. activation, % at 8.9 µM. U2OS MC4R beta-arrestin complementation, luminescence; percent of melanotan II response, DMSO zero. actives 0.98% (n = 360,000);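 active means activation above a per-plate cutoff, the mean activation of sample wells on that plate plus 3 SD, cut at about 8% in these data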
Cardio protect: protects H9c2 cardiomyocytes from peroxide injury; protection from H2O2 cell death, % at 20 µM; H2O2 injury protection, ATPLite, 2 h; actives 0.63% (n = 360,000);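 active means compounds giving at least 50% protection of heart cells from peroxide-induced death in the single-dose screen, raw or plate-pattern-corrected value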;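 further: 0% = DMSO wells with peroxide and 100% = DMSO wells without peroxide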
ABCB6 inh 2: human ABCB6 transporter inhibition; Q9NP58; K562-ABCB6 porphyrin accumulation, flow cytometry, 1 h; hits give low values; fluorescence ratio to DMSO, % at 10 µM; actives 0.19% (n = 360,000);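 active means fluorescence ratio to DMSO below 75%, the collection mean minus 3 SD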;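 further: signal is porphyrin accumulated inside mitochondria; 100% equals median channel fluorescence of DMSO control wells; lower ratio means ABCB6 inhibition with less porphyrin fluorescence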
m5-HT2A agonist: mouse HTR2A agonism via beta-arrestin recruitment. P35363. CHO-K1 mHTR2A beta-arrestin complementation, luminescence; percent of 30 µM serotonin response. activation, % at 7.6 µM. actives 0.66% (n = 360,000). AID 624169;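 active means activation above a run cutoff, the mean activation of all tested compounds plus 3 SD, cut at about 14% in these data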;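 further: 0% = plate median of compound wells and 100% = 30 µM serotonin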
ABHD5 PLIN5 PPI: blocks binding of human ABHD5 to perilipin-5 | Q00G26+Q8WTS1 | Split G. princeps luciferase complementation, luminescence, 4 h | inhibition, % at 4 µM | actives 0.78% (n = 360,000) | AID 602281;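 active means inhibition above the mean inhibition across every tested compound plus 3 SD, cut at about 22% in these data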;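 further: 0% = DMSO only wells and the 100% control is not disclosed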
TLR9-MyD88 block: blocks human TLR9 binding to MyD88; inhibition, % at 4.98 µM; CHO BLA complementation TLR9-MyD88, CCF4 FRET ratio; actives 0.21% (n = 340,000); AID 504734;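 active means inhibition above the mean over all tested compounds plus 3 SD, cut at about 21% in these data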;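 further: 0% = DMSO only wells and 100% = clavulanate BLA inhibitor control wells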
Glyco luc inh: N-linked glycosylation inhibition; D54 ERlucT glycosylation luciferase reporter, 24 h; percent of 100 nM tunicamycin response; reporter increase, % at 12.5 µM; actives 0.23% (n = 360,000); AID 588692;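 active means mean luciferase reporter signal, scaled so untreated is 0 and the glycosylation-blocking control 100, at or above a set limit in every replicate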;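 further: luciferase carries N-glycosylation sites so blocking glycosylation raises the light; 0% = median of neutral control wells and 100% = median of 100 nM tunicamycin wells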
Numbers without * were called inactive; . = not tested or not shown.

SMILES	SRC2 inh	MC4R antag cAMP	NOD2-RIPK2 inh	MC4R barr agon	Cardio protect	ABCB6 inh 2	m5-HT2A agonist	ABHD5 PLIN5 PPI	TLR9-MyD88 block	Glyco luc inh
CSc1nc(N)nc2c1ncn2C1OC(CO)C(O)C1O (configuration not stated)	4	21	0	-1.5	2	99	5	0	-16	2
O=C(Cc1ccccc1)Nc1nc2ccccc2[nH]1	-3	7	-4	1.6	-1	94	0	1	-6	1
CCCCC(c1nnnn1C(C)C)N1CCN(C(=O)c2ccco2)CC1 (configuration not stated)	-27	2	-1	2.2	-4	100	5	-4	2	1
Cc1ccc(/C=N/NC(=O)Cn2nccc2C)o1	-1	4	6	0.7	2	88	0	3	-13	1
COc1ccc(S(=O)(=O)N2CCN(Cc3cccc(F)c3)CC2)cc1	12	2	-6	1.2	-4	98	-5	2	-3	-3
NC(=O)c1nsc(C(=O)N(CC(=O)NC2CCCC2)c2ccc(F)c(Cl)c2)c1N	-12	0	7	-0.9	1	97	5	-2	-4	-2
CC(=O)c1c(O)c2ccccc2n(C)c1=O	-22	6	-9	0.6	0	98	2	-3	-9	2
CCCOc1ccc(C(=O)Nc2ccc(N3CCOCC3)cc2N2CCOCC2)cc1OCC	5	0	-24	0.0	5	99	9	4	4	-3
Cc1ccc(Nc2nc(CSc3nnc(-c4cccs4)o3)cs2)cc1	-14	2	-5	-2.0	-26	93	-4	-11	2	0
CN(C)S(=O)(=O)c1cccc(NC(=O)c2ccccc2OCc2ccc(F)cc2)c1	25	4	1	2.9	2	97	3	12	-4	-1
COc1cc(CCNC(=O)c2cnn3ccccc23)cc(OC)c1OC	-27	-4	-3	-0.3	6	94	0	0	-8	14
CC1=C(C(=O)NC2CCCCC2C)C2(CCC(C)CC2)OC1=O (configuration not stated)	10	2	4	-1.0	3	84	-1	-7	9	1
COc1cc(COCC(O)CN2C(C)CCCC2C)cc(OC)c1OC (configuration not stated)	23	12	-15	-1.3	-4	98	1	-3	4	1
COc1cc2c(cc1NC(=O)COCC(=O)O)oc1ccccc12	7	5	-4	-2.3	5	87	-8	-4	-6	-1
CCn1c(SCC(N)=O)nc2cc(S(=O)(=O)N3CCOCC3)ccc21	14	5	-9	1.1	-2	97	-2	-3	0	1
CC1CCCN(c2nc3ccccc3nc2C(C#N)S(=O)(=O)c2ccccc2)C1 (configuration not stated)	4	8	-4	2.9	-14	104	0	-3	6	-1
COc1ccc(C(CNC(=O)c2cccnc2SC)N2CCOCC2)cc1 (configuration not stated)	6	13	-9	-1.7	-12	90	-3	0	-5	1
CCCCc1cc(=O)oc2cc(OCC(=O)NC3CCN(Cc4ccccc4)CC3)ccc12	3	9	-2	3.0	-3	94	-8	11	1	-4
O=C(Nc1ccc(N2CCOCC2)cc1)c1cccc(S(=O)(=O)N2CCCCC2)c1	-5	9	-3	-1.6	-10	96	1	5	-6	-4
COc1ccc(/C=C2\SC(=S)N(CC(=O)OCC(=O)Nc3cc(Cl)cc(Cl)c3)C2=O)cc1	0	1	-14	-1.9	-9	100	4	0	4	-1
CC(C)CNc1ncnc2c1ncn2[C@H]1CN(CCc2ccccc2)C[C@@H](CO)O1	3	10	-27	-0.5	-2	95	-6	-5	.	2
CS(=O)(=O)N1CCN(C(=O)Cc2ccc(Br)cc2)CC1	-12	-2	-11	-1.6	4	96	10	2	9	0
CCCCOC(=O)Cn1c2ccc(OC)cc2c2nc3ccccc3nc21	-1	1	3	1.6	-2	94	-3	-3	3	-12
O=C1C2CCCCC2C(=O)N1c1ccc(NC2CCN(Cc3ccccc3)CC2)c([N+](=O)[O-])c1 (configuration not stated)	15	22	-2	0.5	-6	96	-7	-1	-5	-4
Cc1ccc(C(C)C)c(OCCCn2ccnc2C)c1	-14	-1	-2	-2.1	-10	96	-12	4	0	-1
CC(=O)Nc1ccccc1OCCOc1ccc(Br)cc1	19	36*	9	-0.9	-25	92	0	3	-14	-3
C=CCONC(=O)Cc1ccccc1	-7	7	-3	2.9	-6	102	2	11	-6	1
O=C(NC1CCCCC1)N(CCN1CCOCC1)Cc1cc2cc3c(cc2[nH]c1=O)OCCO3	-1	0	-21	-1.0	0	92	2	-2	-7	9
COc1cc(CNC2CCCCCCC2)cc(Cl)c1OCC(N)=O	3	-2	-6	-1.6	1	95	1	4	-5	-3
CSc1ccccc1N1CCN(C(=O)Nc2ccc3c(c2)NC(=O)CO3)CC1	8	19	-7	-0.7	4	101	-1	-6	3	4

Next part; the last three above are carried over.
SMILES	SRC2 inh	MC4R antag cAMP	NOD2-RIPK2 inh	MC4R barr agon	Cardio protect	ABCB6 inh 2	m5-HT2A agonist	ABHD5 PLIN5 PPI	TLR9-MyD88 block	Glyco luc inh
O=C(NC1CCCCC1)N(CCN1CCOCC1)Cc1cc2cc3c(cc2[nH]c1=O)OCCO3	-1	0	-21	-1.0	0	92	2	-2	-7	9
COc1cc(CNC2CCCCCCC2)cc(Cl)c1OCC(N)=O	3	-2	-6	-1.6	1	95	1	4	-5	-3
CSc1ccccc1N1CCN(C(=O)Nc2ccc3c(c2)NC(=O)CO3)CC1	8	19	-7	-0.7	4	101	-1	-6	3	4
O=S(=O)(Nc1ccccc1N1CCCCC1)c1ccccc1	-7	3	-13	0.1	-19	97	7	2	3	-3
C=C1CCC[C@]2(C)C[C@H]3OC(=O)C(CN(C)CC(OC)OC)[C@H]3CC12 (some centres not stated)	9	6	-5	-1.1	-2	97	0	12	-4	-10
COc1ccc(CN2CCN(C(=O)c3ccccc3F)CC2)c(OC)c1OC	-17	16	-13	0.8	-1	107	-1	3	-5	1
Cc1ccc(C(=O)CSc2nnc(COc3cc(C)cc(C)c3)o2)cc1	-7	5	-9	-0.1	-7	96	0	4	4	-1
O=C(Nc1nc2ccccc2[nH]1)c1ccc(F)c(S(=O)(=O)N2CCOCC2)c1	-26	10	-8	-2.2	-8	95	-4	1	2	-3
O=C(C(Cc1ccccc1)n1cccc1)N1CCN(C2CCCCC2)CC1 (configuration not stated)	9	5	1	1.7	-6	94	-6	5	6	-6
CCOc1ccc(-c2cc(CCCC(=O)Nc3cccc(OC)c3)no2)cc1	55*	-22	-2	1.5	-15	101	0	1	-2	19
Nc1c(Cl)ncnc1N/N=C/c1ccncc1	-21	-16	-11	1.7	4	97	-2	-1	.	2
COc1ccc(NC(=O)NCc2ccccc2F)cc1OC	35	1	0	-1.6	4	100	0	1	-7	0
Cc1nc2ccccc2n1CC(=O)NC(C)C1CC2CCC1C2 (configuration not stated)	-1	5	11	0.1	-15	96	10	3	-6	-3
Cc1cccc(Cn2c(NCCO)nc3c2c(=O)n(C)c(=O)n3C)c1	32	-2	0	2.7	-3	81	-2	7	-1	0
C[C@@H]1CN([C@H](C)CO)C(=O)c2c(c3ccccc3n2C)-c2ccccc2CO[C@H]1CN(C)Cc1ccc(Oc2ccccc2)cc1	6	6	-8	-2.2	-16	94	8	0	-3	-8
Cc1cccc(C)c1-n1nnnc1C1c2ccccc2C(=O)N1CCc1ccccc1F (configuration not stated)	-22	.	-3	.	.	94	-1	2	.	.
COc1ccc2c3n([n+]([O-])c2c1)CCN=C3c1ccc(Cl)cc1	-69	6	-1	0.0	2	100	3	-2	8	1
O=C(C(=O)N1CCCc2ccccc21)c1cn(CC(=O)N2CCOCC2)c2ccccc12	-7	-4	-6	-1.2	-8	95	5	2	6	0
CS(=O)(=O)N(CC(=O)Nc1ccc2c(c1)OCO2)Cc1ccc(Cl)cc1	17	2	-4	0.2	5	97	-3	7	-6	-2
COc1ccc(CNC(=O)CCCCCNc2nc(=S)[nH]c3ccccc23)cc1	-1	10	-8	0.5	3	89	-2	-1	9	-1
CCOc1ccc(C(C)NC(=O)C2CCC2)cc1 (configuration not stated)	25	2	-14	-1.7	3	103	1	0	-8	2
Cc1ccc(-n2nc(C)c3c2OC(N)=C(C#N)C3c2ccco2)cc1 (configuration not stated)	-26	-1	1	-1.5	0	118	-1	-10	-2	-1
COc1ccc(NC(=O)CN(C)C(=O)c2ccc3c(c2)NC(=O)CS3)cc1	-22	10	-10	-2.0	4	98	-2	6	-1	-3
COC(=O)/C=C(\C)N=Nc1c(O)[nH]c2ccccc12	-43	-13	14	1.9	7	90	-6	-2	-1	2
COc1cc(/C=N/NC(=O)CCC(=O)Nc2ccc(C)cc2)ccc1O	-11	11	-6	-2.2	2	101	-2	3	-3	3
CC(C)(C)NC(=O)COc1ccc(CNCCc2ccccc2)cc1	2	11	-1	-2.2	13	100	-26	7	-3	-4
O=C(CN1C(=O)NC2NC(=O)NC21)NN=C1CCCC1 (configuration not stated)	-2	-6	-14	1.8	3	99	8	8	-1	1
CCNC(=O)c1cccc(S(=O)(=O)N2CCCCCC2)c1	16	3	2	-2.4	-1	102	2	-6	-7	0
CCCOc1ccc(C2=CSC3=NCCN23)cc1Cl	-6	5	-4	1.7	-7	100	14	6	13	1
COc1ccc(C(=O)N2CCc3[nH]nc(-c4ccccc4)c3C2)cc1	-8	9	6	0.5	3	101	9	5	-5	-2
O=C(NNC(=O)c1ccc(Br)s1)c1cccc(Cl)c1	22	4	-8	-1.6	0	97	-1	-4	2	2
O=C(Nc1ccc2c(c1)OCO2)c1cc2ncc(Br)cn2n1	-37	-6	0	0.1	0	107	1	-3	-6	2
c1ccc(CCc2nn3c(Cn4cnc5ccccc54)nnc3s2)cc1	-3	-6	-2	-1.3	-5	101	0	-1	-4	1
Cc1c(NC(=O)COC(=O)c2cc(-c3cccc4ccccc34)nc3ccccc23)c(=O)n(-c2ccccc2)n1C	13	8	-9	-1.7	6	105	-1	5	-1	1
COc1cc(NC(=O)COc2ccc(-n3ccnc3)cc2)cc(OC)c1	24	3	9	-1.3	-17	97	-5	6	2	-2
COc1cccc(OC)c1C(=O)N=c1sc2cc(S(C)(=O)=O)ccc2n1C	-11	0	-12	-0.9	11	98	-3	-2	3	1
COC(=O)c1[nH]c2cc(C)ccc2c1NC(=O)CN1CCCc2ccccc21	-12	13	-2	-1.3	10	125	5	7	-8	-3
O=C(O)c1ccc(N/N=C/c2cc3ccccc3nc2Cl)cc1	-89	-8	-1	0.0	0	100	0	0	3	-4
COc1c(N)c2ccccc2[nH]c1=O	3	0	1	0.2	-1	97	-3	-6	-16	3
CC(=O)N1CCC(N(CCN2CCOCC2)C(=S)Nc2ccccc2C)CC1	1	8	1	-2.0	-3	97	13	-11	-1	0
O=C(NCCCn1ccnc1)C(=O)NCC(c1cccnc1)N1CCN(c2ccccc2)CC1 (configuration not stated)	-5	2	-15	-0.6	2	100	4	5	6	1
CCOC(=O)c1ccc(NC(=O)CC2C(=O)N(c3ccc(F)cc3)C(=O)N2CCCOC)cc1 (configuration not stated)	-35	1	-8	-2.2	0	93	1	-4	0	0

The list is partial, so the mix of outcomes need not match the whole.
